Screening results deposited in PubChem BioAssay by National Center for Advancing Translational Sciences (NCATS).
Luc counter: Kinase-Glo luciferase inhibition (counter-screen); Q27757; Kinase-Glo luciferase, ATP luminescence, 8 min; Potency, µM (titrated, usually from 38.3 µM), for the others: top-dose activity change, negative = inhibition, usual class: inhibitors; hit rate 0.28% among 200,000; AID 1379; further: potency means the concentration at half of the fitted maximal effect; on the % scale 0 is the no-effect control and ±100 the full control effect; nearly all actives have a fitted effect of over 60% in size
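Substrate mix (final 50 mM imidazole pH 7.2, 50 mM KCl, 7 mM MgCl2, 10 uM ATP, 0.01% Tween 20, 0.05% BSA) plus pin-tool compound, then Kinase-Glo detection mix; 8 min ambient, luminescence read.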
Lamin A splicing: LMNA splicing modulation. HeLa LMNA splicing GFP/RFP minigene ratio, 48 h. Potency, µM (highest dose often 46.1 µM), for the others: at the highest dose ratio change, negative = inhibition, actives largely listed as inhibitors. hit rate 0.01% among 200,000; active means well fitted inhibition curve with a large enough effect in the signal ratio, with a control signal flat, not every such curve was filed as active; inconclusive means small, poorly fitted or top-dose-only effect, or effect the other way, or a change in a side signal; the % refers to the signal ratio; further: potency means the concentration at half of the fitted maximal effect; on the % scale 0 is the no-effect control and ±100 the full control effect
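Read-out is the ratio of GFP to DsRed2 object intensity, acquired by 488 nm laser-scanning cytometry on HeLa lamin A-EGFP minigene reporter cells. Compound incubation 48 hrs at 37 °C in Opti-MEM with 2% FBS; DMSO 0.5% final.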
CBFb-RUNX1 inh: inhibitors of human CBF-beta and RUNX1 interaction; Q01196+Q13951; AlphaScreen CBFb-His/RUNX1-biotin binding, biochemical; Potency, µM (highest dose often 59.8 µM), inactives show top-dose activity, negative = inhibition, most hits filed as inhibitors; 230,000 tested, under 10 active; further: % of control where 0% means no effect
Target sequence (Q01196 whole entry, looked up): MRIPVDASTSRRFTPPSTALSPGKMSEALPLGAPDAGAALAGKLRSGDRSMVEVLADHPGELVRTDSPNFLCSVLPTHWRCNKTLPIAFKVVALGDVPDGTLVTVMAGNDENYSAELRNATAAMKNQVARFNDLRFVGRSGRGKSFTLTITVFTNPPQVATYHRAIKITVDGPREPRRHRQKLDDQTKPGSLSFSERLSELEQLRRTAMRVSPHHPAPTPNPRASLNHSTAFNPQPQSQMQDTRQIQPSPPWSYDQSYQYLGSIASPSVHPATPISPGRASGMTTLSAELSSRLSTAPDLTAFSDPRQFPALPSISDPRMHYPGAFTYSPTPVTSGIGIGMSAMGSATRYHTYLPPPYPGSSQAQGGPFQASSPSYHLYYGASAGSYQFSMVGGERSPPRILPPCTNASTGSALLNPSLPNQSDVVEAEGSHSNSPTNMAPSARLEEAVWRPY
Target sequence (Q13951 whole entry, looked up): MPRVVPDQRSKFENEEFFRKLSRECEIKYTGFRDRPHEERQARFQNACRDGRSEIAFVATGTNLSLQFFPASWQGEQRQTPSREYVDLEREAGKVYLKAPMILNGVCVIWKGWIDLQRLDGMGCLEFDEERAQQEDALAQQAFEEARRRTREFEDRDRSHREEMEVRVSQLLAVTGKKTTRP
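Bead-based AlphaScreen assay; binding partners His-tagged CBF-beta and biotinylated RUNX1 at 30 nM each. Compound exposure 15 min after a 20-min protein preincubation; bead step 90 min; all steps at room temperature.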
HTT cytoprotect: cytoprotection in Huntington HTT-Q103 PC12 cell model | Potency, µM (series often up to 56.4 µM), for the others: cytoprotection (ATP increase), actives largely listed as activators | hit rate 0.14% among 230,000 | PC12 HTT-Q103 induced, cytoprotection, ATP luminescence, 40 h;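 further: potency means the concentration at half of the fitted maximal effect; % of control where 0% means no effect; nearly all actives have a fitted effect of over 45% in size; toxic huntingtin expression switched on by the ecdysone agonist tebufenozide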
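Compounds added alongside 100 nM tebufenozide, which induces toxic Q103 huntingtin exon 1-GFP in stable PC12 cells; surviving cells quantified by luminescent ATP measurement. Medium: phenol red-free DMEM, 5% equine and 5% calf serum.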
SMN2 splice enh: increases expression of the SMN2 splice variant; HEK293 SMN2-luciferase splicing reporter, luminescence, 30-36 h; Potency, µM (doses to about 46.1 µM), for the others: at the highest dose activity change, positive = activation, most hits filed as activators; hit rate 2.8% among 210,000; further: potency means the concentration at half of the fitted maximal effect; % of control where 0% means no effect; nearly all actives have a fitted effect of over 55% in size
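qHTS luciferase splicing reporter: luminescence rises when SMN2 exon 7 is included in transfected HEK293 cells. Compound exposure lasted 30-36 h at 37C, with 4.5 mM final sodium butyrate as control, followed by a ONE-Glo read.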
IMPase Li cell: IMPase inhibition in cells with lithium potentiation. hit rate 0.35% among 210,000. Potency, µM (top dose mostly 59.4 µM), for the others: at the top dose activity, negative = IMPase inhibition, hits mostly inhibitors. CHO-M1 cells, IP1 TR-FRET (IP-One), carbachol + lithium. AID 1457;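 further: IP1 builds up when IMPase is blocked and the TR-FRET signal falls; potency means the concentration at half of the fitted maximal effect; plate controls were basal vehicle for no effect and high inhibitor control for full effect; nearly all actives have a fitted effect of over 50% in size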
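Lithium-sensitised IP1 accumulation assay; M1-expressing CHO cells treated 30 min at 37C with compound. Competitive antibody detection by time-resolved FRET followed a 10 min room-temperature lysis step.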
HTT aggregate: mutant huntingtin aggregation inhibition; hit rate 1.1% among 220,000; AID 1688; PC12 HttQ103-GFP aggregates, Acumen cytometry, 40 h; Potency, µM (doses to about 46.1 µM), for inactives: at the highest dose activity change, negative = inhibition, most hits filed as inhibitors; further: potency means the concentration at half of the fitted maximal effect; on the % scale 0 is the no-effect control and ±100 the full control effect; nearly all actives have a fitted effect of over 60% in size
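Huntingtin Q103 exon 1–GFP aggregates in induced PC12 cells (100 nM tebufenozide) were quantified by cytometry from lysates, with compounds dosed in titration.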
* = called active by the depositor; ? = inconclusive; nt = no result given; [ ] = dose if it differs, or a comment. Unless noted, the call rests on the fitted dose curve; in most records, active means well fitted curve in the direction sought with a large enough effect; inconclusive means small, poorly fitted or top-dose-only effect, or another doubt; inactive means no such curve, though single readings can be large; an effect the other way counts as inactive or inconclusive.

SMILES | Luc counter | Lamin A splicing | CBFb-RUNX1 inh | HTT cytoprotect | SMN2 splice enh | IMPase Li cell | HTT aggregate
CC(C)NS(=O)(=O)c1ccc(OCC(=O)NC(C)c2ccccc2)cc1 (centres undefined) | 1% | 2%[46 µM] | 0% | -1%[10 µM] | 2% | 3% | 8%
O=S(=O)(NCCN1CCOCC1)c1cccs1 | 1% | -8%[46 µM] | 20% | -44%[inhibitor] | 15% | 3% | 8%
Cc1csc(C(C#N)C(=O)c2ccc(S(=O)(=O)N3CCCC3)cc2)n1 (centres undefined) | 6% | -2% | -3% | 3% | -1% | 10%[38.3 µM] | 6%
Fc1ccc(Cc2nnc(-c3cccs3)o2)cc1 | 1% | 4% | -4% | -5%[10 µM] | ? | 10% | -14%
O=C1CC(N2CCN(c3ccccc3)CC2)C(=O)N1Cc1ccc(Cl)cc1 (centres undefined) | 4% | nt | 5% | -26% | -19% | -3% | 10%
O=C(Cn1c2c(c(=O)n3ncnc13)CCC2)N/N=C/c1cccs1 | nt | nt | 0% | ? | nt | nt | 18%[9.22 µM]
Cc1ccccc1OCCOCCN1CCCCCC1 | -3% | -10%[46 µM] | -5% | nt | -5% | 20% | 24%
COc1ccc(Cl)cc1NC(=O)C/C(C)=N/NC(=O)Cc1ccccc1 | 3% | ? | -14% | 12%[10 µM] | nt | 2% | 8%[9.22 µM]
COc1ccc(CN(C)CC(=O)Nc2sc3c(c2C#N)CCC3)cc1OC | 4% | ? | -13% | 3%[10 µM] | -57%[inhibitor] | 27% | -26%
Cc1nc2nc(-c3cccnc3)nn2c(C)c1Cl | ? | -10% | 5% | 7%[10 µM] | nt | 19% | 1%
NC(=O)C1CCN(c2ncnc3c(-c4ccccc4)nsc23)CC1 | 3% | ? | -1% | 17%[10 µM] | 12% | -1% | -1%
COc1ccc(NC(=O)CN(c2ccccc2)S(=O)(=O)c2ccccc2)c(OC)c1 | nt | nt | 4% | 6%[10 µM] | nt | nt | 2%[9.22 µM]
N#CCSc1nc2ccccc2c2nc3ccccc3n12 | 1% | ? | -2% | 7%[10 µM] | 0% | 20% | 19%
O=C(COC(=O)c1cncc(Br)c1)NCc1ccc2c(c1)OCO2 | 0% | 3%[46 µM] | 3% | -5%[10 µM] | -4% | 9% | 7%
CCOc1ccc(OCC)c(NC(=O)CN2CCN(c3cc(C)ccc3C)CC2)c1 | -6% | ? | 1% | 5% | -39%[inhibitor] | 7%[38.3 µM] | -29%
C/C(=N\NC(N)=O)c1ccc(Cl)s1 | nt | nt | 7% | 23%[10 µM] | nt | nt | 17%[9.22 µM]
Cc1cc(C(=O)N[C@@H](c2ccccc2)[C@]2(C)C[C@H]2[C@@H](C)C(=O)Nc2ccc3ccccc3c2)n(C)n1 | -10% | nt | 0% | -9% | 7% | -4% | nt
Cc1ccc(Nc2nc(N)c([N+](=O)[O-])c(N3CCC(C)CC3)n2)cc1C | -1% | 3% | ? | 27%[10 µM] | -14% | 9% | -6%
CCOC(=O)C1=C(C)NC2=C(C(=O)C(C(=O)OC)C(C)C2)C1c1ccc(OC)c(O)c1 (centres undefined) | 1% | 11% | -1% | -19%[10 µM] | -3% | -9%[38.3 µM] | -4%
CN(C)C(=O)CCN1CCOCC1 | -1% | -8% | 5% | 14% | -9% | -10%[38.3 µM] | 18%
COc1ccccc1NC(=O)N1CCCC1C(=O)Nc1nnc(C(C)C)s1 (centres undefined) | -1% | 4% | 1% | -20% | 3% | 24%[38.3 µM] | 8%
Cc1cc(C)n(-c2ccc(C(=O)Nc3sccc3C(N)=O)cc2)n1 | -11% | -16% | 3% | -43%[inhibitor] | 13µM* | -7%[38.3 µM] | -11%
COc1cc(C)c(NC(=S)Nc2ccc(C)c(Cl)c2)cc1OC | 1% | 2% | -2% | 3%[10 µM] | -13% | 2% | 14%
O=C(Cc1nn[nH]n1)NCc1ccccc1Cl | 7% | 2% | 3% | -33% | -2% | 1%[38.3 µM] | 8%
Cn1c(=NCC(O)COc2ccccc2)sc2ccccc21 (centres undefined) | 1% | 1% | 9% | -1% | -14% | -1%[38.3 µM] | -19%
O=C(NCc1ccc(F)cc1)c1cc2c(s1)CCCC2 | -6% | -14% | 9% | -4% | 9% | 25%[38.3 µM] | -6%
COc1ccc(NC(=S)NNC(=O)c2cccnc2)cc1OC | 4% | nt | 3% | -29% | 2% | 9% | 1%
CC(=O)N/C(=C/c1ccccc1)C(=O)NC(Cc1ccccc1)C(=O)O (centres undefined) | 17% | 3% | -4% | -1%[10 µM] | 8% | 5% | ?
CC1CCN(C(=S)c2ccc(-c3ccc(Cl)cc3Cl)o2)CC1 | -2% | ? | -21% | 12%[10 µM] | ? | 10% | 0%
O=C(Nc1nnc(-c2ccccc2Cl)o1)c1cccnc1 | -6% | -7% | -25% | -14% | ? | 21%[38.3 µM] | -15%
CNC(=S)N1CCN(C(=O)C2CCCO2)CC1 (centres undefined) | 1% | -8% | 7% | -6%[0.074 µM] | 13% | 3% | 5%
CC(C)c1ccc(NC(=O)c2cc3c(=O)n(C)c4ccccc4c3n2C)cc1 | nt | nt | 11% | 23%[10 µM] | nt | nt | 3%[9.22 µM]
Cc1ccc2cc(COC(=O)c3ccncc3)c(=O)[nH]c2c1 | 1% | 2% | 0% | 5% | -4% | -10%[38.3 µM] | -9%
Cc1ccc(O)c(C(CC(=O)NC(C)C)c2ccccc2)c1 (centres undefined) | -2% | -13%[46 µM] | -3% | -49%[inhibitor] | 1% | 5% | 5%
Cc1cc(C)n2c(SCCO)nnc2n1 | nt | nt | 4% | 19%[10 µM] | nt | nt | -19%[9.22 µM]
O=C1CN(C(=O)/C=C/c2ccc(Cl)cc2Cl)CCN1 | -2% | nt | -6% | -38% | ? | -15% | 8%
CCOC(=O)c1sc(C)c2c(=O)n(CC(=O)c3ccc(Br)cc3)nnc12 | -2% | 8% | 3% | -19% | -14% | 3%[38.3 µM] | -1%
Cc1cccc(C(=O)NNC(=O)c2ccc(Cl)cc2)c1O | 0% | -18% | 0% | 2%[10 µM] | 16µM* | 3%[38.3 µM] | ?
CCOc1ccc(-c2nnc3sc(COc4ccccc4)nn23)cc1 | -6% | -5% | -1% | -8% | nt | 5%[38.3 µM] | -3%
OCC(CO)(CO)N=Cc1c(O)ccc2ccccc12 | 1% | 22% | -6% | 10% | -9% | -3%[38.3 µM] | -21%

For reference, part of the list above.
SMILES | Luc counter | Lamin A splicing | CBFb-RUNX1 inh | HTT cytoprotect | SMN2 splice enh | IMPase Li cell | HTT aggregate
Cc1cccc(C(=O)NNC(=O)c2ccc(Cl)cc2)c1O | 0% | -18% | 0% | 2%[10 µM] | 16µM* | 3%[38.3 µM] | ?
CCOc1ccc(-c2nnc3sc(COc4ccccc4)nn23)cc1 | -6% | -5% | -1% | -8% | nt | 5%[38.3 µM] | -3%
OCC(CO)(CO)N=Cc1c(O)ccc2ccccc12 | 1% | 22% | -6% | 10% | -9% | -3%[38.3 µM] | -21%

The list continues:
SMILES | Luc counter | Lamin A splicing | CBFb-RUNX1 inh | HTT cytoprotect | SMN2 splice enh | IMPase Li cell | HTT aggregate
COCCn1c(CN2CCN(c3cccc(Cl)c3)CC2)nc2c1c(=O)n(C)c(=O)n2C | 0% | ? | -11% | -35% | -60%[inhibitor] | 24%[38.3 µM] | 20µM*
COc1ccc(C(=O)Nc2ccc(-c3nnn(CC(=O)NCc4ccco4)n3)cc2)cc1 | nt | nt | 20% | -35%[10 µM] | nt | nt | -15%[9.22 µM]
N[C@@H](Cc1c[nH]c2ccc([N+](=O)[O-])cc12)C(=O)O | -4%[7.66 µM] | nt | nt | -6%[10 µM] | 8%[9.22 µM] | 2% | nt
COc1ccccc1CNC(=O)C1CC(c2ccccc2[N+](=O)[O-])=NO1 (centres undefined) | -4% | -7% | -3% | -19% | ? | 7%[38.3 µM] | -23%
Cc1ccc2sc(NNC(=O)C3=COCCO3)nc2c1C | 0% | nt | -10% | nt | 3% | -4% | 13%
CC(=O)Nc1ccc(-c2csc(Nc3cc(C)ccn3)n2)cc1 | -1% | -6%[46 µM] | -10% | -111%[inhibitor] | -58%[inhibitor] | 15% | -9%
Brc1ccc(-c2nn3c(-c4ccccn4)nnc3s2)o1 | -2% | ? | ? | -21%[0.074 µM] | -7% | 22%[38.3 µM] | ?
c1ccc(CCn2nnnc2C(c2cccnc2)N2CCN(c3ccccc3)CC2)cc1 (centres undefined) | 2% | 4% | 0% | -8%[10 µM] | -13% | -6%[38.3 µM] | 1%
Cc1nnc(NC(=O)CSc2nccn2-c2ccc(F)cc2)s1 | 2% | -2%[9.22 µM] | 2% | -35%[inhibitor] | -49%[inhibitor] | -5% | -1%
CCN(CC)CCCNC(=S)N(Cc1ccco1)Cc1cc2cc3c(cc2[nH]c1=O)OCCO3 | -1% | -9% | -10% | 19%[10 µM] | 10% | 10% | 13%
Cc1nn(-c2cccc(Cl)c2)c2nc(-c3ccncc3)cc(C(=O)N3CCOCC3)c12 | 3% | ? | 5% | -61%[inhibitor] | 20% | 26% | -31%
Cn1nc(C(F)(F)F)c(/C=N/OC(=O)c2ccccc2)c1SCc1ccc(Cl)cc1 | 0% | 3% | 4% | -89%[inhibitor] | -17% | 11%[38.3 µM] | ?
CC(Oc1ccc(Cl)cc1Cl)C(=O)Nc1ncccn1 (centres undefined) | 0% | -3% | -4% | -3% | 3% | 5%[38.3 µM] | 1%
O=C(CC1C(=O)NCCN1CC1CCCCC1)NCc1cccc(F)c1F (centres undefined) | -3% | 17%[46 µM] | 2% | -15%[10 µM] | 6% | 6% | 0%[9.22 µM]
COC(=O)C(Cc1ccc(OC(=O)c2ccc(Cl)cc2)cc1)N1Cc2ccccc2C1=O (centres undefined) | -4% | 1% | 1% | -7% | 49% | 19%[38.3 µM] | -2%
O=C(CCC(=O)N/N=C/c1ccc(Br)s1)NCc1ccccc1 | -2% | -6% | 6% | nt | -17% | -1% | 3%
CS(=O)(=O)N(CC(=O)NCCSc1ccc(Cl)cc1)c1ccc2c(c1)OCO2 | 2% | -9% | 12% | 3%[10 µM] | -20% | 4% | -16%
NC1=NC(c2ccccc2)=NC1(NC(=O)c1ccccc1)C(Cl)Cl (centres undefined) | nt | nt | 0% | -18%[10 µM] | nt | nt | -11%[9.22 µM]
